BoNT-A LC inh2 = inhibitors of Botulinum neurotoxin A light chain protease | multiplex microsphere protease substrate cleavage, flow cytometry | inhibition, % at 10 µM | 0.17% of 360,000 active | AID 588499; also: plate controls were buffer without enzyme for full effect and enzyme alone for no effect
Y pestis TopoI = blocks Yersinia pestis topoisomerase I activity | 0.064% of 360,000 active | Y. pestis Topo-I cleavage product accumulation, plate reader | activity, % at 10 µM; in the data active = activity above about 50%, passing the limit was not always enough; inconclusive = no clear call, values can overlap the other calls; also: inactives centre near 2
BoNT-F LC inh = inhibitors of Botulinum neurotoxin F light chain protease; Multiplex microsphere protease cleavage assay, flow cytometry; inhibition, % at 10 µM; 0.22% of 360,000 active; AID 588497; in the data active = inhibition above about 35%, passing the limit was not always enough; inconclusive = no clear call, values can overlap the other calls; also: plate controls were buffer without enzyme for full effect and enzyme alone for no effect
FadD28 FP inh = M. tuberculosis FadD28 bisubstrate binding inhibition; FadD28 bisubstrate probe binding, fluorescence polarization; inhibition, % at 12.5 µM; 0.22% of 360,000 active; in the data active = inhibition above about 8.5%, passing the limit was not always enough; inconclusive = no clear call, values can overlap the other calls
PfHsp40 yeast = rescue of PfHsp40-mediated yeast toxicity | S. cerevisiae expressing PfHsp40, growth rescue, ATP luminescence | growth rescue, % at 12.5 µM | 0.68% of 340,000 active; in the data active = growth rescue above about 28%, passing the limit was not always enough; inconclusive = no clear call, values can overlap the other calls;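 also: yeast W303a lacking pdr1 and pdr3 grown in galactose medium; growth measured after three days at 30 °C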
Anthrax LF inh2 = inhibitors of Bacillus anthracis lethal factor protease. inhibition, % at 10 µM. multiplex microsphere protease cleavage assay, LF. AID 588501. 0.12% of 360,000 active; also: plate controls were buffer without enzyme for full effect and enzyme alone for no effect
Target sequence (P15917 whole entry, looked up): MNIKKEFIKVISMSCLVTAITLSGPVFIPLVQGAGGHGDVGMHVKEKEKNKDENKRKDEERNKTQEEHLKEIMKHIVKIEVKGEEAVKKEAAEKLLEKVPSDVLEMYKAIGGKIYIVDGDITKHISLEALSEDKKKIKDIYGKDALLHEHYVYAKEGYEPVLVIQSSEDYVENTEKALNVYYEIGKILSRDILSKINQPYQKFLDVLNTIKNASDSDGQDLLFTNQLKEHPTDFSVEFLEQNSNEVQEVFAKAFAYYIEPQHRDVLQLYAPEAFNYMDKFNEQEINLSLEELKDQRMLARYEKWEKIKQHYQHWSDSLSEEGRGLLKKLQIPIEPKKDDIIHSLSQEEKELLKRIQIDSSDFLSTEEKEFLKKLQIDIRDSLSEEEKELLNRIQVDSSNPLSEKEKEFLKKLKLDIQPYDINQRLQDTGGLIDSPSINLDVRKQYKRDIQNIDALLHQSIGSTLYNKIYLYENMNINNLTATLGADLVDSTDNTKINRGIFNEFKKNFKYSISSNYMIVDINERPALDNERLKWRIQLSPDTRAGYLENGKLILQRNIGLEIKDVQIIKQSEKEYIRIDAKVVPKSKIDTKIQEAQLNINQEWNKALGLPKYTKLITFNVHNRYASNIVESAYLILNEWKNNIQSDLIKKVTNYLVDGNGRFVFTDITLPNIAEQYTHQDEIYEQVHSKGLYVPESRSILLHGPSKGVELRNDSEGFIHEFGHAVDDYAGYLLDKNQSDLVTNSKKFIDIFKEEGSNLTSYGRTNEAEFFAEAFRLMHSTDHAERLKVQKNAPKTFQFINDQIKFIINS
PrPC surface inh = inhibitors of human cell surface prion protein PrPC | P04156 | TR-FRET read-out | inhibition, % at 13.8 µM | 0.43% of 370,000 active; in the data active = inhibition above about 24%; also: 0% = median of the test wells and 100% = reference compound wells
CCHF vOTU inh = CCHFV vOTU protease inhibition; Pep-AMC fluorescence; inhibition, % at 11.5 µM; 0.55% of 370,000 active; in the data active = inhibition above about 30%; also: 0% = vehicle wells with enzyme and 100% = no enzyme wells
TcdB inh = TcdB glycohydrolase inhibition. TcdB glycohydrolase enzymatic assay, plate reader. inhibition, % at 9.99 µM. 0.24% of 350,000 active. AID 652162; in the data active = inhibition above about 10%
* marks the source's active call; other numbers are inactive results; ? = inconclusive; / = not tested or not shown. Rule as the data show it, unless noted: active = inhibition above about 30%; inconclusive = no clear call, values can overlap the other calls; inactive = below that.

structure	BoNT-A LC inh2	Y pestis TopoI	BoNT-F LC inh	FadD28 FP inh	PfHsp40 yeast	Anthrax LF inh2	PrPC surface inh	CCHF vOTU inh	TcdB inh
O=C(CN1CCN(c2cccc(Cl)c2)CC1)N1CCCC1	0.3	-7	3	-3.2	0.5	1	2	2	/
CC1CN(C(=O)CSc2nnc(C3CCCCC3)n2N)CC(C)O1 (configuration not stated)	-0.2	-2	5	-1.0	2.9	-6	0	-3	0.9
Cc1ccc(S(=O)(=O)N(C(=O)c2ccncc2)c2ccc3oc4c(c3c2)CCCC4)cc1[N+](=O)[O-]	0.1	29	-3	-4.0	-0.6	0	9	2	/
O=c1cc(-c2ccccc2)nc(/C=C/c2ccccc2)[nH]1	-0.9	2	-1	-4.5	-1.1	-4	-2	8	0.5
COc1cc(C2NC(=O)NC(C)=C2C(=O)OCC2CCCCC2)cc(Cl)c1O (configuration not stated)	-2.4	-8	-17	-3.3	1.3	18	2	7	3.2
CCCN1CCN(CCCNC(=S)Nc2ccc(OC)cc2)CC1	0.7	0	1	-2.1	-0.6	1	4	-2	/
O=C(NCC(c1ccco1)N1CCN(c2ccccc2F)CC1)OCc1ccccc1 (configuration not stated)	-1.4	-7	-21	-1.7	-0.3	-1	-5	-2	0.4
O=C(COC(=O)CCc1ccccc1)NC1CCS(=O)(=O)C1 (configuration not stated)	2.9	-9	2	-2.7	-0.7	7	9	16	2.5
O=[N+]([O-])[N-][n+]1cnn(Cc2ccc(Cl)cc2)c1	-0.9	-7	-2	-2.4	-0.5	7	7	-7	-1.7
COc1cc2nnn(-c3ccncc3)c2cc1OC	0.1	3	3	0.1	/	-5	-5	-14	4.0
Cc1cccn2c(=O)c(C(=O)NC3CCCCC3)c(O)nc12	0.2	1	6	0.1	21	-2	11	-6	1.1
O=C(COC(=O)c1ccc(OC(F)F)cc1)NCCC1=CCCCC1	1.7	23	2	0.2	1.6	-1	-1	12	-7.7
c1ccc(Cc2c(-c3ccco3)nc3c4ccccc4ccn23)cc1	0.0	/	4	-4.4	/	-2	-2	5	0.5
CC(C)Oc1ccc(C(=O)Nc2ccccc2N2CCOCC2)cc1	-0.4	-6	-5	-0.7	0.1	1	-5	-10	1.5
O=C(c1ccc(Cl)c(NC2=NC3CS(=O)(=O)CC3S2)c1)N1CCN(c2ccc(F)cc2)CC1 (configuration not stated)	2.3	1	10	0.2	1.1	-1	4	18	0.8
N#Cc1ncc(C(F)(F)F)cc1Oc1cccnc1	-4.2	-2	-18	-1.5	-0.4	-7	6	-1	0.5
N/C(=N\OC(=O)c1ccoc1)c1ccc(Br)cc1	1.2	0	-3	-3.8	0.0	0	9	-6	1.0
COCCn1cc(C(=S)N2CCCCC2)c2ccccc21	-0.6	6	0	-1.4	-0.1	-2	0	16	0.2
C#CCNC(=O)/C=C/c1ccc(C)cc1	-0.4	9	1	0.1	11	0	1	-4	0.9
O=C(CSc1nc2[nH]c(=O)[nH]c(=O)c2s1)Nc1cccc(F)c1	0.2	-3	-5	-3.5	0.1	-1	0	19	-2.8
Cc1nc(=O)c(-c2ccccc2)c(C)n1-c1ccccc1C(=O)O	-0.1	2	-3	0.7	-1.6	5	1	-14	/
CCCCn1c(N)c(N(CC(C)C)C(=O)C2CCN(C(=O)c3ccc(Cl)cc3)CC2)c(=O)[nH]c1=O	1.0	-4	4	-1.8	0.9	1	1	-11	0.8
COc1cc(C(=O)NC(=S)N(CCC#N)Cc2cccnc2)cc(OC)c1OC	0.2	-4	-3	-0.1	-1.0	4	8	15	0.9
CCN(CC(=O)NCCc1ccccc1)S(=O)(=O)c1ccccc1	-1.2	1	-6	-0.8	0.2	-3	-1	4	2.3
CC(C)c1ccc2c(c1)C1(NN=C(c3ccccc3)S1)C(=O)N2 (configuration not stated)	-0.5	-4	-7	0.0	41*	6	-9	3	/
COCC(C)n1c(C)cc(C(=O)COC(=O)CCc2nc3ccccc3c(=O)[nH]2)c1C (configuration not stated)	-0.6	13	3	-2.4	0.5	0	5	-7	0.2
Cc1[nH]c(-c2ccc(F)cc2)cc1C(=O)N1CCN(c2ccccc2)CC1	-3.1	25	-26	0.1	4.1	0	-13	15	21*
O=C1NC(Cc2ccccc2)c2nc3ccc(F)cc3c(=O)n2-c2ncccc21 (configuration not stated)	-0.1	3	-2	1.3	/	-7	1	1	-0.5
CC(C)c1ccc(/C=N/n2c(COc3ccccc3)n[nH]c2=S)cc1	-2.1	33	-13	2.7	15	17	0	1	1.7
CC(=O)N(Cc1ccc(F)cc1)Cc1nc2ccccc2c(=O)[nH]1	0.9	-9	-3	0.2	-1.5	-1	-4	1	0.5

(continued)
structure	BoNT-A LC inh2	Y pestis TopoI	BoNT-F LC inh	FadD28 FP inh	PfHsp40 yeast	Anthrax LF inh2	PrPC surface inh	CCHF vOTU inh	TcdB inh
O=C1CS(=O)CN1c1ccc(Oc2ccccc2)cc1 (configuration not stated)	0.3	-3	0	-3.1	?	0	6	-10	1.5
OCCC1CN(Cc2cccc3nccnc23)CCN1Cc1ccc(F)c(F)c1 (configuration not stated)	-0.3	2	-1	-1.5	-0.8	-2	2	-10	0.0
CN(C1=NS(=O)(=O)N=C(N(C)c2ccccc2)O1)c1ccccc1	-0.1	8	2	-0.6	/	4	-5	28	2.1
O=C(NCCCN1CCCC1=O)c1ccc(NS(=O)(=O)c2ccc(F)cc2)cc1	0.2	4	3	-4.1	-0.6	-8	9	1	-1.6
CCOc1ccccc1NC(=O)c1ccc2nc[nH]c2c1	-0.6	2	2	-4.9	-0.9	0	4	7	-0.7
COCc1cc(CN2CCN(Cc3ccsc3)C(CCO)C2)ccc1OC (configuration not stated)	-0.2	-1	-1	-2.1	-1.0	-1	1	12	0.7
Cc1cc(C)cc(OCC(=O)Nc2ccc(N3CCCCC3)cc2)c1	?	0	?	0.6	-0.9	?	-3	7	1.3
CCOc1ccc(C(=O)N/N=C(\c2ccccc2)c2ccccn2)cc1	1.1	24	25	-3.8	?	4	10	7	/
O=C(O)C1CCCN(S(=O)(=O)c2ccc(-c3ccc(=O)[nH]n3)s2)C1 (configuration not stated)	14	6	6	-3.7	-0.5	0	-19	-1	0.7
Cc1cc(C(=O)OCC(=O)NC2CCS(=O)(=O)C2)c(C)n1-c1ccccc1 (configuration not stated)	-0.4	4	2	-2.5	-0.9	-16	-1	-7	/
COCCN(CC(=O)Nc1cccc(C)c1C)C(=O)CN1C(=O)NC2(CCCCC2)C1=O	-1.2	-5	-16	-0.9	1.8	-7	-4	7	-6.8
COc1ccc(NC(=S)N2CCc3ccccc3C2)cc1	-1.3	2	-5	-0.6	0.7	0	7	-4	1.0
Cc1cccc(NC(=O)CSc2nnc(CCNC(=O)OC(C)(C)C)o2)c1C	-3.2	-7	?	-0.5	-0.6	-23	8	-8	-5.4
CCOC(=O)c1c(-c2ccc(-c3ccccc3)cc2)csc1NC(=O)CCC(=O)O	-0.4	9	2	-3.6	-0.5	1	4	21	0.7
Cc1ccc(C(=O)O/N=C(\N)Cc2cccc3ccccc23)cc1	1.1	14	-20	-2.4	-1.1	1	-4	5	-0.3
CCOC(=O)CNC(=O)c1cc(-c2ccccn2)nc2c(C)c(Cl)ccc12	1.3	19	-2	-5.3	4.6	2	-9	-19	-0.7
CCOc1ccc(NC(=O)Nc2ccc3nsnc3c2)cc1	1.2	-3	-4	-1.6	0.6	0	-15	13	0.0
Cc1cccc(NC(=S)NCCCN2CCOCC2)c1	0.7	-3	0	-2.6	-1.5	-1	-4	-3	1.1
CCNc1nnc(CCn2nc(C)c(Br)c2C)s1	-0.4	2	3	0.5	-0.4	2	7	22	-1.8
O=C(COc1ccc(-n2cnnn2)cc1)Nc1cccc(Cl)c1Cl	-1.6	-1	-6	/	0.3	-3	5	5	0.6
CN(C)C(=O)CCC(=O)N1CCCC(N2CCN(c3cccc(C(F)(F)F)c3)CC2)C1 (configuration not stated)	-0.6	2	?	-0.6	-1.0	3	-12	18	1.4
CCOC(=O)N1CCN(S(=O)(=O)c2cc(-c3nn4c(C)nnc4c4ccccc34)ccc2C)CC1	-0.1	41	6	-2.3	1.0	1	-1	3	/
O=S(=O)(c1ccccc1)n1cc(-c2cccc3nccn23)c2ccccc21	0.0	26	1	-2.4	/	-2	-1	-2	1.8
CCOC(=O)C1=C(c2ccccc2)Nc2nc(C)nn2C1c1cccc(OC)c1OC (configuration not stated)	1.3	4	-2	0.1	1.2	9	0	1	/
COc1cccc(-c2nnc(NC(=O)c3ccc(S(=O)(=O)N4CCOCC4)cc3)o2)c1	-3.0	1	-30	0.7	9.6	-7	/	/	/
O=C(Oc1ccc([N+](=O)[O-])cc1)N1CCC(N2CCCCC2)CC1	0.1	4	-18	-1.6	-0.7	-5	-22	0	-0.9
Cc1ccccc1NC(=O)C1CCCN1S(=O)(=O)c1ccc2c(c1)n(C)c(=O)c(=O)n2C (configuration not stated)	-0.9	-1	-18	0.7	2.0	-15	-5	-6	-0.8
O=C(N/N=C/C=C/c1ccco1)c1cccc([N+](=O)[O-])c1	0.7	-9	-1	0.1	0.6	-2	-11	1	/
Cc1cccc(NC(=O)COC(=O)c2cccc(S(=O)(=O)N3CCCCCC3)c2)c1	0.2	29	-6	10*	0.7	-8	-5	14	0.7
CN(C)S(=O)(=O)N(CC(=O)Nc1ccc(S(=O)(=O)N2CCCC2)cc1)c1ccccc1	-1.4	6	-1	-0.8	-1.3	-1	4	16	-1.2

Part of the list above with just TcdB inh, PfHsp40 yeast and BoNT-F LC inh.
smiles | TcdB inh | PfHsp40 yeast | BoNT-F LC inh
Cc1cccc(NC(=O)CSc2nnc(CCNC(=O)OC(C)(C)C)o2)c1C | -5.4 | -0.6 | ?
O=S(=O)(c1ccccc1)n1cc(-c2cccc3nccn23)c2ccccc21 | 1.8 | / | 1
CCOc1ccc(C(=O)N/N=C(\c2ccccc2)c2ccccn2)cc1 | / | ? | 25
Cc1cc(C(=O)OCC(=O)NC2CCS(=O)(=O)C2)c(C)n1-c1ccccc1 (configuration not stated) | / | -0.9 | 2

The listing continues.
structure	BoNT-A LC inh2	Y pestis TopoI	BoNT-F LC inh	FadD28 FP inh	PfHsp40 yeast	Anthrax LF inh2	PrPC surface inh	CCHF vOTU inh	TcdB inh
Oc1ccc2c3c1OC1c4oc5ccccc5c4C[C@@]4(O)[C@@H](C2)N(CC2CC2)CC[C@]314 (some centres not stated)	-0.6	10	-1	-2.0	-0.8	0	-8	-4	1.7
CCNS(=O)(=O)c1ccc(Br)c(OC)c1	-0.9	6	0	-4.1	-0.6	-2	-3	7	0.3
COc1cccc(N(C(=O)Cn2nnc(-c3ccc(C)cc3)n2)C(C(=O)NC(C)(C)C)c2c[nH]c3ccccc23)c1 (configuration not stated)	-2.1	18	-9	1.2	0.1	-8	12	24	/
COc1ccc(C2CN(C)CC2C(=O)c2ccc(F)cc2)cc1Cl (configuration not stated)	0.2	3	1	-3.8	0.1	-2	9	-13	1.3
COc1cc(OC)cc(-n2nnnc2SCC(=O)NCc2cccs2)c1	-0.1	12	5	-1.7	0.0	-1	-1	12	-0.1
O=C(NNC1=NC2(CCCC2)Cc2ccccc21)c1cccnc1	-0.9	-12	-4	-2.4	-0.3	-4	-3	3	/
COc1ccc(NC(=S)NNC(=O)C(C)n2nc(C)c([N+](=O)[O-])c2C)cc1 (configuration not stated)	-0.2	-1	2	-1.3	0.0	-6	5	-5	-2.1
Cc1ccc(S(=O)(=O)n2cc(-c3ccccc3)c3ccccc32)cc1	-0.1	-2	-8	-3.4	0.5	0	8	2	0.7

Fetched one by one from above, 2 records:
structure	BoNT-A LC inh2	Y pestis TopoI	BoNT-F LC inh	FadD28 FP inh	PfHsp40 yeast	Anthrax LF inh2	PrPC surface inh	CCHF vOTU inh	TcdB inh
Cc1ccc(S(=O)(=O)n2cc(-c3ccccc3)c3ccccc32)cc1	-0.1	-2	-8	-3.4	0.5	0	8	2	0.7
COc1ccc(C2CN(C)CC2C(=O)c2ccc(F)cc2)cc1Cl (configuration not stated)	0.2	3	1	-3.8	0.1	-2	9	-13	1.3

High-throughput results as filed in PubChem BioAssay.
